Screening data from PubChem BioAssay.
FN deposition inh: inhibitors of fibronectin matrix deposition, primary screen, AH1F cells, Alexa488-fibronectin fluorescence, plate reader. actives 0.086% (n = 350,000). AH1F fibroblasts, overnight. AID 743247, 2014. inhibition, % at 12.6 µM;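 active = mean inhibition across replicates of 30% or more, regardless of how many single replicates reach that level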;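 note: positive control wells lacked labelled fibronectin entirely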
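test system = AH1F fibroblasts assembling fluorescent fibronectin matrix | quantity = 10000 AH1F cells per well | buffer or medium = DMEM plus 2% serum, read in PBS | doses = single dose, pinned | incubation = 1 h cell attachment, overnight exposure to compound and label | detection = fluorescence at 485 nm excitation, 525 nm emission | read-out basis = inhibition from reduced deposited-fibronectin fluorescence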
C2C12 statin: suppressors of statin myotoxicity in C2C12 myotubes, primary screen, cell-based, single point, plate reader | C2C12 myotubes + simvastatin, ATP luminescence, 48 h; scaled: DMSO 0, geranylgeraniol control 100 | rescue of ATP level, % at 7.49 µM | actives 0.78% (n = 330,000);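 active = mean ATP rescue above about 67%, or every replicate alone reaching that limit, limit read from the data, passing the limit was not always enough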;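 note: myotubes were challenged with 10 µM simvastatin during compound exposure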
LGR2 antag: inhibitors of bursicon-induced LGR2 CRE-luciferase signal, primary screen, cell-based, HEK293, CRE-luciferase reporter, bursicon stimulation; actives 0.35% (n = 380,000); bursicon-stimulated, 4 h; AID 720647, 2013; Drosophila bursicon receptor LGR2 (rickets); inhibition, % at 9.99 µM;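 active = drop in luminescence signal, shown as inhibition above about 50% in the replicate tests, limit read from the data, passing the limit was not always enough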;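 note: agonist challenge used bursicon conditioned medium at about half maximal strength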
esBAF inh: Bmi1 luciferase reporter increase in mESCs, primary screen, esBAF inhibitor project, mouse ES cells, Bmi1 luciferase knock-in, single point; 24 h; 100% = twice the neutral-well signal; reporter increase, % at 12.5 µM; actives 2% (n = 350,000); in the data active = activation above about 40%;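 note: 0% = median of the plate's neutral control wells and 100% = double that signal; a rise in the Bmi1 reporter signal indicates esBAF inhibition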
SIRT5 block: SIRT5 desuccinylase inhibitors, primary screen, biochemical, fluorescence imaging, single point, set 5; AID 652115, 2013; inhibition, % at 15 µM; NAD-dependent protein deacylase sirtuin-5, mitochondrial (Homo sapiens), Q9NXA8; actives 1.1% (n = 330,000); Purified SirT5, succinyl-peptide AMC, trypsin-coupled fluorescence; in the data active = inhibition above about 15%
Target sequence (Q9NXA8 whole entry, looked up): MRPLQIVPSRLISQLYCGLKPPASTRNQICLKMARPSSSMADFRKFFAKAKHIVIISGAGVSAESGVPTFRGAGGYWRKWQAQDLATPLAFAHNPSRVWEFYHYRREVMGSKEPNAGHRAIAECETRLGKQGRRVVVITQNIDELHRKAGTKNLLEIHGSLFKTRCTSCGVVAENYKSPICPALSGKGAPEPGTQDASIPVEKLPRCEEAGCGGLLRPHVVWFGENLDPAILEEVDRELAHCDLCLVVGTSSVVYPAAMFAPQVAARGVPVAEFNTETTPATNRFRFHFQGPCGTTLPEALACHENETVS
S100A4 inh HTS: inhibitors of S100A4-myosin IIA peptide binding, primary screen, biochemical, fluorescence polarization, TAMRA-MyoIIA peptide | Protein S100-A4 (Homo sapiens), P26447 | inhibition, % at 10.7 µM | actives 0.14% (n = 360,000) | AID 652163, 2013;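 active = mean inhibition of at least 70% across replicates, with every replicate also reaching that level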
Target sequence (P26447 whole entry, looked up): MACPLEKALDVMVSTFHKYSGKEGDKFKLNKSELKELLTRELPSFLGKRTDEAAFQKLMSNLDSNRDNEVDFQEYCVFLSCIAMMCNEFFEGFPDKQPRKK
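Material: S100A4 monomer protein / Buffer or medium: 50 mM HEPES pH 7.2, 10 mM CaCl2, 100 mM KCl / Times: 5 min incubation before reading / Benchmarks: neutral control DMSO, positive control TFP / Reagent: labelled myosin peptide probe, 5 nM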
CASP6 VEID inh: human caspase-6 inhibitors, primary screen, biochemical, VEID-R110 fluorescence, single point, set 2 | P55212 | purified caspase-6, Z-VEID-R110 cleavage fluorescence | inhibition, % at 12.5 µM | actives 0.53% (n = 350,000) | AID 686996, 2013;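 active = mean inhibition across replicates at least about 35%, with every replicate also reaching that limit, limit read from the data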;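 note: 0% = median of neutral control wells and 100% = no fluorescence left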
Target sequence (P55212 24-179 limits assumed): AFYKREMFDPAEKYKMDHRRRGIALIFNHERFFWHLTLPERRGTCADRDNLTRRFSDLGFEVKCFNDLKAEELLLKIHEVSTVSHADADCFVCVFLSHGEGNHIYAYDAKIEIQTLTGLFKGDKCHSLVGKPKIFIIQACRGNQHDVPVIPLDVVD
Target sequence (P55212 194-293 limits assumed): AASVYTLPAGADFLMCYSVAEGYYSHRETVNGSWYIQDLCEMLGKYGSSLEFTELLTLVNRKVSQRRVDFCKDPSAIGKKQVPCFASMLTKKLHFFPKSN
Numbers without * were called inactive; . = not tested or not shown. These rows are one share of the data; rates above refer to the full screens.

SMILES,FN deposition inh,C2C12 statin,LGR2 antag,esBAF inh,SIRT5 block,S100A4 inh HTS,CASP6 VEID inh
COc1ccccc1CNc1nc(NCc2ccc(C(C)C)cc2)c2sccc2n1,0.4,-31.2,29.7,0.3,-2.0,-4.2,-3.1
O=C(c1sc2ccccc2c1Cl)N(Cc1ccccc1)C1CCS(=O)(=O)C1 (stereo not given),13.2,-2.0,.,-3.9,.,.,.
C/C(=N/NC(=O)Cc1c(C)[nH][nH]c1=O)c1ccc(O)cc1,1.5,.,1.5,.,-1.4,4.2,-1.9
COc1ccnc(Nc2cccc(C)c2)c1C#N,.,22.1,-10.6,-3.1,-1.1,-1.9,-2.7
O=C(Nc1ccn(Cc2ccc(Cl)cc2)n1)c1ccccc1,-5.5,12.5,-69.3,56.4*,-1.7,4.8,1.2
O=C(C[n+]1ccccc1)N/N=C/c1ccccc1F,7.5,.,8.8,.,-9.6,-2.1,-0.9
CCC(=O)N(C)C[C@H]1Oc2cc(-c3ccc(C#N)cc3)ccc2S(=O)(=O)N([C@@H](C)CO)C[C@H]1C,-5.9,6.1,2.7,-4.9,0.8,-18.2,-1.0
COc1cc(C2C3=C(CCCC3=O)OC3=C2C(=O)CCC3)ccc1OCC(=O)Nc1ccccc1,.,-1.6,5.2,0.8,1.2,0.8,2.0
Cc1ccc(S(=O)(=O)N(C)C[C@@H]2Oc3ccc(NS(=O)(=O)c4c(C)noc4C)cc3C(=O)N([C@@H](C)CO)C[C@H]2C)cc1,.,2.3,-4.6,2.4,-0.7,-8.0,0.9
O=C(CN(Cc1ccccc1F)C(=O)Cn1nnc(-c2cccs2)n1)NC1CCCCC1,-11.5,8.2,.,2.5,.,.,.
COc1ccccc1C1CCN(Cc2ccccc2)CC1,-3.3,-0.1,-2.0,1.0,-2.4,-3.2,.
CN(C)CC(=O)Nc1ccc2c(c1)[C@H]1C[C@@H](CC(=O)NCCN3CCCCC3)O[C@@H](CO)[C@H]1O2,.,0.9,21.9,4.2,-4.0,-2.8,1.0
COc1cc(CO)cc(I)c1O[C@H]1C=C(C(=O)NCCO)C[C@@H](N(CC2CCCCC2)C(=O)c2ccc(C(F)(F)F)cc2)[C@@H]1O,.,.,.,.,-2.2,-0.4,2.2
CCCC(=O)Nc1ccc2c(c1)OC[C@H](C)N(C(=O)CN(C)C)C[C@@H](C)[C@H](OC)CN(C)C2=O,0.1,4.8,5.2,-3.3,8.9,-52.4,.
Cc1ccc(NC(=O)CSc2ccc(-c3ccccn3)nn2)cc1,7.8,.,-8.0,.,.,-0.6,-3.6
CCC(=O)c1cccc(-c2ccccc2)c1CC,-3.2,-11.5,7.4,.,-4.2,3.2,2.0
CC(=O)c1cnc2nc(SCc3ccc(Cl)cc3)nn2c1C,9.4,5.0,-17.0,-0.3,5.6,1.0,-0.1
C[C@H]1CCCCO[C@@H](CN(C)Cc2ccc(C(F)(F)F)cc2)[C@@H](C)CN([C@@H](C)CO)C(=O)c2cc(NC(=O)CCC(F)(F)F)ccc2O1,.,19.1,20.4,-0.8,16.2*,-2.3,-1.0
Cc1ccc(NC(=O)NNC(=O)c2snnc2C)cc1,-4.3,14.9,32.5,-3.0,-3.7,-3.4,-0.3
C[C@H]1CCCCO[C@H](CN(C)S(=O)(=O)c2ccc(Cl)cc2)[C@@H](C)CN([C@@H](C)CO)C(=O)c2cc(NS(=O)(=O)c3ccccc3)ccc2O1,-6.5,.,-4.9,.,28.0*,-35.2,-0.4
CC(C)Cc1cc(C(=O)NCc2cccs2)no1,5.6,-4.3,-38.4,65.2*,-0.4,-2.6,1.4
O=C1NC[C@H](CCCCN2C[C@H](Cc3ccc(O)cc3)N(CCc3ccccc3)C(=O)C2=O)N(CCc2ccc(O)cc2)C1=O,9.8,.,-8.7,.,0.4,8.7,6.7
COc1ccc(CN2CCNC(=O)C2CC(=O)NCCc2nc(C)c(C)s2)c(OC)c1 (stereo not given),2.1,-7.5,-5.5,-7.1,-8.4,-2.7,-2.1
COc1cccc(CNC(=O)CN2C(=O)CCSc3ccc(S(=O)(=O)N4CCCC4)cc32)c1,4.4,0.8,-8.1,-4.3,-6.2,-1.0,-3.2
N#CC1=C(N2CCOCC2)/C(=C\c2ccccc2)CC1,0.4,.,.,.,0.7,3.2,-0.6

The results go on:
SMILES,FN deposition inh,C2C12 statin,LGR2 antag,esBAF inh,SIRT5 block,S100A4 inh HTS,CASP6 VEID inh
Cc1oc2ccc(OCc3ccc(Br)cc3)cc2c1C(=O)O,-4.8,9.3,3.9,2.1,-3.7,-2.2,-1.0
CCOC(=O)NC1Cc2ccccc2C1Sc1ccccn1 (stereo not given),13.8,0.8,0.2,-6.0,-3.7,-8.1,0.9
O=c1[nH]c(=S)[nH]c2c1C(c1cc([N+](=O)[O-])c(N3CCOCC3)cc1N1CCOCC1)O2 (stereo not given),-0.2,.,31.4,.,8.7,-0.2,5.3
CCCC[C@@H]1CNCCN1CC1(c2ccccc2)CC1,1.5,-10.2,-6.7,-4.3,-1.9,-3.3,-2.3
O=C(COc1ccc2c(c1)OCO2)Nc1nncs1,12.2,7.2,-0.9,18.5,-0.7,-0.5,10.8
C[C@H]1NS(=O)(=O)c2cccc(Cl)c2O[C@@H]1c1ccccc1,3.7,.,-5.9,.,.,-4.7,4.8
CN(C)C(=O)c1ccc(-c2ccc3c(c2)[C@H]2[C@H](CCN2C(=O)C2CCCC2)[C@@H](CO)N3C)cc1,-4.3,.,-10.4,.,.,-4.1,-1.9
O=C(C[C@@H]1CC[C@@H]2[C@H](COC[C@H](O)CN2CCc2ccccc2)O1)N1CCC(Cc2ccccc2)CC1,6.8,-15.9,-16.1,-8.3,4.9,-5.3,-0.2
CCCN1[C@@H]2c3ccc(-c4ccc(C(=O)N(C)C)cc4)c(=O)n3C[C@@H]2[C@@H](CO)[C@@H]1C(=O)NCC,.,-7.2,-7.6,-0.5,0.4,3.4,2.1
Cc1coc2cc3oc(=O)c(CCC(=O)NCCCN4CCOCC4)c(C)c3cc12,.,-5.5,.,5.0,.,-10.7,-1.2
Cn1c(CCNC(=O)c2cccs2)nnc1SCC(=O)Nc1nc(-c2ccccc2)cs1,.,-25.5,-14.5,7.3,-3.5,3.7,2.3
O=C(NCCc1nnc2ccc(NCc3ccccc3Cl)nn12)c1ccccc1,3.6,.,9.2,.,-1.9,2.9,1.8
O=C(C1CCCO1)N1CCN(c2ccccn2)CC1 (stereo not given),-4.1,7.4,1.6,-6.1,-8.2,-9.1,-5.1
Cc1cc(C)n(Cc2ccc(C(=O)O)cc2)n1,.,11.4,-13.1,6.5,-2.1,-5.9,-2.8
O=C(C1CC1)N1CC(=O)N2[C@H](CO)[C@@H](c3ccc(-c4cccnc4)cc3)[C@@H]2C1,5.3,.,-5.4,.,14.6,0.3,1.0
COC(=O)COc1ccc(C2Nc3c(Cl)ccc(C(=O)O)c3C3C=CCC32)cc1 (stereo not given),6.1,.,-0.7,.,8.8,-1.9,19.5
Cc1nnc(N/N=C/c2c(O)n(-c3cccc(C(F)(F)F)c3)c(=O)c3ccccc23)[nH]c1=O,-5.4,.,-13.2,.,2.6,-3.9,8.1
COc1ccc(CCNS(=O)(=O)c2cccc(S(=O)(=O)N3CCCC3)c2)cc1OC,.,13.3,-24.1,1.0,.,.,.
CN[C@H](C(=O)NC[C@H]1O[C@@H](n2cnc3c(N)ncnc32)[C@H](O)[C@@H]1O)[C@@H](C)OCc1ccccc1,-8.3,0.0,-5.0,-2.4,-3.1,-10.2,3.0
COCCNC(=S)Nc1ccccc1Cc1ccccc1,-2.0,3.4,-8.6,-0.7,.,6.2,0.7
CCC(=O)N1C[C@@H](C)[C@H](OC)CN(C)C(=O)c2cc(NC(=O)c3ccccc3)ccc2OC[C@H]1C,-4.5,10.1,-12.8,-0.9,-0.5,7.9,.
CCn1c(SCc2c(Cl)cccc2Cl)nc2nc3c(cc2c1=O)CCCC3,-4.2,-13.5,-14.5,2.0,-5.4,0.1,5.2
C[C@@H]1CN([C@H](C)CO)C(=O)c2cc(C3=CCCC3)cnc2O[C@@H]1CN(C)C,-12.0,2.8,-3.7,-2.6,-8.9,-13.5,-2.5
Cn1cnc(S(=O)(=O)N2CCCCN3[C@H](CO)[C@H](c4ccc(-c5ccccc5)cc4)[C@@H]3C2)c1,.,.,-3.6,.,-2.5,-4.5,-0.9
CC(C)(C)NC(=O)C(c1ccncc1)N(C(=O)c1csnn1)c1cccc2ccccc12 (stereo not given),-4.4,.,3.5,.,-10.4,7.2,-0.7

(next part)
SMILES,FN deposition inh,C2C12 statin,LGR2 antag,esBAF inh,SIRT5 block,S100A4 inh HTS,CASP6 VEID inh
O=C(/C=C/c1ccccc1)Nc1ccc(C(=O)N2CCCCC2)cc1,-0.6,.,3.1,.,-4.3,5.9,-6.3
Cc1ccc(S(=O)(=O)Nc2cccc3c2O[C@H](CN(C)Cc2ccc4c(c2)OCO4)[C@@H](C)CN([C@H](C)CO)C3=O)cc1,.,3.7,12.4,-3.5,-0.8,22.8,4.2
C[C@H](CO)N1C[C@H](C)[C@H](CN(C)Cc2ccc3c(c2)OCO3)Oc2ccc(NS(=O)(=O)c3cn(C)cn3)cc2CC1=O,7.0,6.2,4.8,2.4,.,.,.
O=C(OCCN1CCCCC1)c1ccccc1Br,1.9,-16.0,16.5,11.9,-4.0,-0.3,-2.4
C/C(=N/NC(=O)CNC(=O)C1COc2ccccc2O1)c1ccc2c(c1)OCCO2 (stereo not given),7.4,.,12.2,.,-3.3,9.9,5.0
Cc1nc(N2CCN(S(=O)(=O)c3ccc(F)cc3)CC2)c2c(-c3cccs3)csc2n1,4.3,-9.1,25.5,-2.7,-10.0,-3.6,-2.8
CC1=CC(C)(C)N(C(=O)Nc2ccccc2)c2ccccc21,.,2.5,12.8,10.4,-6.9,2.7,0.1
CCN1C(=O)c2ccccc2S(=O)c2ccc(C(=O)N3CCCCCC3)cc21 (stereo not given),7.9,1.5,2.0,-3.2,0.9,1.7,0.5
CCN1C(=O)c2ccccc2S(=O)c2ccc(C(=O)NCCCN3CCCC3=O)cc21 (stereo not given),2.6,11.9,9.0,-2.1,-0.5,2.6,-2.3
O=C(OCc1cc(=O)n2ccsc2n1)c1ccccc1O,-0.2,2.2,-32.6,74.0*,1.1,8.1,3.4
O=C(C[C@H]1C=C[C@@H](NC(=O)Nc2cc(F)ccc2F)[C@@H](CO)O1)NCc1ccc2c(c1)OCO2,6.0,-14.7,0.4,0.2,5.0,0.7,-0.4

Four of the compounds above, as labelled records.
> O=C(OCCN1CCCCC1)c1ccccc1Br
  FN deposition inh: 1.9; C2C12 statin: -16.0; LGR2 antag: 16.5; esBAF inh: 11.9; SIRT5 block: -4.0; S100A4 inh HTS: -0.3; CASP6 VEID inh: -2.4

> C[C@H](CO)N1C[C@H](C)[C@H](CN(C)Cc2ccc3c(c2)OCO3)Oc2ccc(NS(=O)(=O)c3cn(C)cn3)cc2CC1=O
  FN deposition inh: 7.0; C2C12 statin: 6.2; LGR2 antag: 4.8; esBAF inh: 2.4; SIRT5 block: .; S100A4 inh HTS: .; CASP6 VEID inh: .

> O=C(/C=C/c1ccccc1)Nc1ccc(C(=O)N2CCCCC2)cc1
  FN deposition inh: -0.6; C2C12 statin: .; LGR2 antag: 3.1; esBAF inh: .; SIRT5 block: -4.3; S100A4 inh HTS: 5.9; CASP6 VEID inh: -6.3

> C/C(=N/NC(=O)CNC(=O)C1COc2ccccc2O1)c1ccc2c(c1)OCCO2 (stereo not given)
  FN deposition inh: 7.4; C2C12 statin: .; LGR2 antag: 12.2; esBAF inh: .; SIRT5 block: -3.3; S100A4 inh HTS: 9.9; CASP6 VEID inh: 5.0
